# Screening results deposited in PubChem BioAssay by National Center for Advancing Translational Sciences (NCATS).
# KAT2A inh = blocks human GCN5L2 histone acetyltransferase; actives 0.21% (n = 390,000); AID 504327; GCN5L2 HAT assay, ThioGlo1 CoA-SH fluorescence; Potency, µM (top dose mostly 58.9 µM), for the others: at the highest dose activity change, negative = inhibition, actives largely listed as inhibitors; Q92830
# Target sequence (Q92830 whole entry, looked up): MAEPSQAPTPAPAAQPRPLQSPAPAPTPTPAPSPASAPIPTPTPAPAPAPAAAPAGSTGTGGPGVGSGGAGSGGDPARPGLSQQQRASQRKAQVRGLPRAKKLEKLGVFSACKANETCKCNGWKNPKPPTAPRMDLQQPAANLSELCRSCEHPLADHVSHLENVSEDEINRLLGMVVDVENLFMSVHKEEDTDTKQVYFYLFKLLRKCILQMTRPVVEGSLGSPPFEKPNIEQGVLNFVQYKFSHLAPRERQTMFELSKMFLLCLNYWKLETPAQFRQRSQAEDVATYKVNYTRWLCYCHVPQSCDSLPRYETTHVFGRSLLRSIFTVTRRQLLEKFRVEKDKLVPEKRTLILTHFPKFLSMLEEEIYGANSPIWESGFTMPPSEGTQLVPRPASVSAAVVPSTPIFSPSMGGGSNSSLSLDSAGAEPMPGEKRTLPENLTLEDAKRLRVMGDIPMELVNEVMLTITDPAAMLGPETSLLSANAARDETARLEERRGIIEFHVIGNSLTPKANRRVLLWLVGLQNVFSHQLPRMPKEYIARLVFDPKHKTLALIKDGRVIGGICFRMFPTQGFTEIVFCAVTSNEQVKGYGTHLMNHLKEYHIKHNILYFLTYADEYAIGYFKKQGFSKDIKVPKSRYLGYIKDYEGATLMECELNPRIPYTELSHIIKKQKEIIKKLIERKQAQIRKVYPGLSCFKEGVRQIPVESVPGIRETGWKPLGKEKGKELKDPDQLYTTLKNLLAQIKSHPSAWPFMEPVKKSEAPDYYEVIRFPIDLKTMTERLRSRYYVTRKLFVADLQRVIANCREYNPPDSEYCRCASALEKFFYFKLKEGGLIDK
#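 Enzyme at 20nM final was mixed with library compounds for 15 min at room temperature. Peptide H3(1-25) at 75uM, acetyl-CoA at 70uM and ThioGlo1 at 50uM were then added. Plates were read immediately and after 20 min (Ex340nm/Em540nm).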
# DT40 TDP1 no CPT = qHTS for Inhibitors of human tyrosyl-DNA phosphodiesterase 1 (TDP1): qHTS in cells in absence of CPT | actives 15% (n = 420,000) | Potency, µM (highest dose often 46.2 µM), inactives show at the top dose activity change, negative = growth inhibition, actives largely listed as inhibitors | DT40 Tdp1-/- hTDP1 cells, no CPT, ATP luminescence, 48 h | AID 686978, 2013; note: nearly all actives have a fitted effect of over 55% in size
#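 Readout: luminescence from CellTiter-Glo after 30 min in the dark at RT. Cells: DT40 Tdp1-/- with stable hTDP1, 400/well. Exposure: compounds alone, ≥48 hr, 37 °C.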
# TDP1 cell CPT = DT40-hTDP1 cell growth loss with CPT; chicken DT40 Tdp1-/-;hTDP1 cells + 20 nM CPT, ATP luminescence, 48 h; Potency, µM (titrated, usually from 46.2 µM), inactives show top-dose activity change, negative = growth inhibition, most hits filed as inhibitors; actives 12% (n = 420,000); AID 686979; note: nearly all actives have a fitted effect of over 55% in size
#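 Chicken DT40 Tdp1-/- cells stably complemented with human TDP1 were seeded at 400 cells/well in medium containing 20 nM camptothecin, exposed to pin-transferred compounds, and grown at 37 °C for at least 48 hr. Viability was read as ATP luminescence.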
# * hit, by the source's call; ? = inconclusive; . = no result given; & = joins results of further samples; [ ] = another dose, or the depositor's remark. Calls come from the whole dose curve; as a rule, active = well fitted curve in the direction sought with a large enough effect; inconclusive = small, poorly fitted or top-dose-only effect, or another doubt; inactive = no such curve, though single readings can be large; an effect the other way counts as inactive or inconclusive. % is set by controls: 0 for no effect and ±100 for the full control effect; potency is the fitted concentration of half-maximal effect. These rows are one share of the data (hit frequency here may not be typical).
# Below each compound – KAT2A inh | DT40 TDP1 no CPT | TDP1 cell CPT
> CN(CCNC(=O)C1CC(=O)N(C2CCCC2)C1)Cc1ccccc1 (centres undefined)
→ . | -1% | -26%
> COc1cccc(N=C2SC(C(=O)Nc3ccccc3F)CC(=O)N2C)c1 (centres undefined)
→ -5% | 0% | -22%
> C=CCOc1ccc(/C=C/C(=O)OCC(=O)NCCC2=CCCCC2)cc1
→ -2% | ? | -19%
> Cc1nc2cc(NC(=O)NC3CC3)ccc2n1C
→ -11% | 3% | 4%
> CC(C)C(OC(=O)CN1C(=O)COc2ccccc21)C(=O)NC1CCCC1 (centres undefined)
→ 0% | -13% | -17%
> CC(=O)Cn1c2ccccc2n2nc(CCC(=O)O)c(=O)nc12
→ -11% | 0% | 7%
> CCn1ccc(C(=O)Nc2ccc(Cl)cn2)n1
→ -8% | -1% | 4%
> CC1Cc2ccccc2N1C(=O)c1cnc2sccn2c1=O (centres undefined)
→ 3% | 1% | 0%
> CNC(=O)CSc1nnc(-c2ccco2)n1-c1cccc(OC)c1
→ 0% | 12% | -9%
> O=C(COC(=O)CCc1nc2ccccc2s1)Nc1ccc(Cl)cn1
→ -2% | 0% | 1%
> Cc1cc(C)c(NC(=O)CSc2nc3ccncc3[nH]2)c(C)c1
→ -4%&-4% | ? | ?
> Cc1cccc(C)c1OCc1cc(C(=O)N2CCC(c3ccncc3)CC2)no1
→ -7% | 5.2µM* | 9.2µM*
> O=C(Nc1ccccc1)c1ccc(-c2ccc(Br)cc2)o1
→ -4% | ? | ?
> CN1CCN(C2CC(=O)N(CCc3ccccc3)C2=O)CC1 (centres undefined)
→ 1% | -29% | ?
> COc1ccc(OC)c(CN2CCN(C(=O)CN3C(=O)NC4(CCCC4)C3=O)CC2)c1
→ -2% | 6% | 6%
> Cc1cccc(N2C(=O)C(O)=C(C(=O)c3cccs3)C2c2ccc(Cl)cc2)n1 (centres undefined)
→ -8% | ? | 0%
> Cc1cc(Br)ccc1NC(=O)CN1C(=O)C2CC=CCC2C1=O (centres undefined)
→ 1% | ? | -19%
> CC(=O)Nc1ccc(S(=O)(=O)NNC(=O)c2ccc3c(c2)OCO3)cc1
→ 1% | 0% | 7%
> CCOCCCNC(=O)c1ccc(OC)c(OC2CCN(C(C)C)CC2)c1
→ -2% | 8% | 6%
> OCC[C@H]1C[C@H](O)[C@@H](O)[C@]2(CCCc3ccccc3O2)O1
→ 3% | 5% | 12%
> Cc1cc(C)c2c(NC(=O)c3ccccc3Cl)c(C(=O)Nc3ccc(C)c(C)c3)sc2n1
→ -3% | 16µM* | 8.2µM*
> Nc1c(N(CCO)C(=O)COc2ccc(Cl)cc2)c(=O)[nH]c(=O)n1Cc1ccccc1
→ -1% | 11% | -7%
> Cc1ccc(C(=O)Nc2cccc(-c3nc(CNC(=O)c4ccc(F)cc4Cl)c(C)o3)c2)s1
→ . | 0% | 10%[9.04 µM]
> CC1(C(=O)NCc2ccccc2)CSCC(=O)N1Cc1cccs1 (centres undefined)
→ . | ? | ?
> O=C(c1ccccn1)N1CCN(C(=O)c2ccccn2)CC1
→ 27% | -8% | -4%
> COc1cccc(/C=C2\Oc3ccc(O)cc3C2=O)c1O
→ -11% | -24% | -22%
> Cc1cccc(CC2CC(=O)N(CCc3ccc4c(c3)OCO4)C2=O)c1 (centres undefined)
→ 1% | 0% | 13%
> CCOC(=O)C1(Cc2cccc(F)c2)CCN(C(=O)C2CCOCC2)CC1
→ -26% | -13% | 4%
> Cc1nc(C(=O)Nc2cccc(Cl)c2)nn1-c1cc(OC(C)C)c(Cl)cc1Cl
→ -2% | ? | 16µM*
> CN(CC(=O)Nc1ccccc1Cl)C1CCS(=O)(=O)C1 (centres undefined)
→ 0% | 1% | -2%
> Cc1cc2c(cc3c(SCC(=O)Nc4ccc(Cl)cc4F)nncn32)o1
→ -9% | -77% | ?
> CN(C)[C@@H](CO)c1nnc([C@H](CC(=O)O)NC(=O)C2CCNCC2)o1
→ 7% | -1% | 4.6µM*
> Cc1cc(NC(=O)c2ccc(NC(=O)C(C)Oc3ccccc3)cc2)no1 (centres undefined)
→ 0% | -29% | -24%
> CC1CC=CCC1(CO)CO (centres undefined)
→ . | 3% | 4%
> C=NCc1cc2c(OC[C@@H](O)CNC(C)(C)C)cccc2[nH]1
→ 5% | 0% | 6%
> COCCCNC(=O)C[C@H]1C[C@H](C(=O)N(C(C)C)C(C)C)[C@@]2(C)c3[nH]c4ccc(Cl)cc4c3CCN2C1=O
→ -1% | 8.2µM* | 12µM*
> O=C(CSCc1ccccc1)N1CCN(c2ccc(F)cc2)CC1
→ -4% | ? | 13µM*
> CN(Cc1ccccc1)C(=O)CN1C(=O)NC(C)(c2ccc(C(C)(C)C)cc2)C1=O (centres undefined)
→ -4% | ? | ?
> COc1ccc(C(c2nnnn2C2CCCC2)N2CCN(C(=O)c3ccco3)CC2)cc1OC (centres undefined)
→ 2% | 0% | 2%
> Cc1ccc2nc(SCC(=O)Nc3ccc(C(N)=O)cc3)[nH]c2c1
→ -5% | -26% | 8%
> COc1ccc(-c2noc(C3CCCN(C(=O)c4ccc(C)cc4)C3)n2)cc1 (centres undefined)
→ 12% | 23µM* | 23µM*
> Cc1cc(C)n(CCC(=O)N/N=C/c2c(O)ccc3ccccc23)n1
→ -27% | 4.6µM* | 5.8µM*
> COc1ccc(C2Nc3ccccc3C(=O)N2c2ccc(C)cc2)cc1Cn1cc([N+](=O)[O-])cn1 (centres undefined)
→ -1% | ? | ?
> Cc1ccc2[nH]c(O)c(N=NC(=O)c3ccc(NS(=O)(=O)c4cccs4)cc3)c2c1
→ -14% | ? | 15µM*
> O=C(C1CCC1)N1CCc2cc(S(=O)(=O)Nc3ccc4c(c3)OCCO4)ccc21
→ -2% | 7.3µM* | 12µM*
> CCOC(=O)c1c(NC(=S)Nc2ccccc2)sc2c1CCCCC2
→ -7% | -13% | -12%
> CNC(=O)CN1C(=O)NC2(CCc3ccccc32)C1=O (centres undefined)
→ 3% | 9% | -11%
> Cc1ccc(NC(=O)COc2ccc3c(c2)CCC3)nc1
→ -7% | -26% | 4%
> O=C1CCC(C(=O)OCC(=O)N2N=C3/C(=C\c4ccccc4)CCCC3C2c2ccccc2)N1 (centres undefined)
→ . | 21µM* | ?
> O=C(N/N=C/c1ccc(OC(=O)c2ccccc2)cc1)c1cccc(O)c1
→ -11% | 16µM* | ?

# Further results
# Below each compound – KAT2A inh | DT40 TDP1 no CPT | TDP1 cell CPT
> O=C(c1cn(C2CCCN(Cc3cc(Cl)ccc3O)C2)nn1)N1CCCCC1 (centres undefined)
→ . | -12% | 8%[9.04 µM]
> NC(Cc1cc(I)c(Oc2cc(I)c(O)c(I)c2)c(I)c1)C(=O)O (centres undefined)
→ ? | -14% | 7%
> COc1cc(CO)ccc1OCC(=O)Nc1ccc(Br)cc1
→ -14% | -18% | -10%
> CCCOP(=O)(c1ccc(N(C)C)cc1)C(O)c1c(Cl)cccc1Cl (centres undefined)
→ -26% | -27% | -15%
> O=C(Nc1ccccc1)[C@@]12C[C@@H]1/C(=N/O)c1ccccc1O2
→ -29% | ? | ?
> O=C(O)CCc1ccc(-c2ccc(Cl)cc2)n1NC(=O)c1ccc(O)cc1
→ -2% | -12% | 1%
> COc1cc2ncc(-c3ccccc3)nc2cc1OC
→ -4%&-9% | 25µM* | 21µM*
> Cc1ccc(NC(=O)CS(=O)(=O)c2nc(-c3ccc(C)cc3)cn2-c2ccc(C)cc2)cc1
→ -11% | 15µM* | 21µM*
> CCCOc1ccc(C2NC(=O)CCC2[N+](=O)[O-])cc1 (centres undefined)
→ -25% | ? | 16%
> CC(C)[C@@H]1O[C@H](CCc2ccccc2)CC2=C1C(=O)OC(C)(C)O2
→ . | 15µM* | 15µM*
> Cc1ccc2sc(N(CCCN(C)C)C(=O)c3ccc(S(=O)(=O)N(C)Cc4ccccc4)cc3)nc2c1C
→ -2% | ? | ?
> CCCCSCCCNC(=O)C1CCN(Cc2nc(-c3cccc(Br)c3)oc2C)CC1
→ -2% | ? | ?
> CCOc1cc2c(cc1OCC)C(CC(=O)O)N(C(=O)Nc1ccc(Br)c(C)c1)CC2 (centres undefined)
→ 0% | ? | -12%
> CCN(CC)C(=O)C1CC(=O)OC1(C)C (centres undefined)
→ -5% | -6% | -19%
> Cc1c(NC(=O)C2CC(c3cccc(Br)c3)=NO2)c(=O)n(-c2ccccc2)n1C (centres undefined)
→ -11% | -22% | -21%
> Cc1cc(C)c(NC(=O)CSc2ccc(-c3sc(-c4ccccc4)nc3C)nn2)c(C)c1
→ -1% | 15µM* | 23µM*
> N=C1/C(=C\c2ccc(OC(=O)c3ccc(F)cc3)cc2)C(=O)N=C2SC(N3CCCC3)=NN12
→ -18% | -30% | -9%
> COC/C=C/C1=CC2=CC(=O)C(C)(OC(=O)c3cnc4ccccc4n3)C(=O)C2=CN1C1CC1 (centres undefined)
→ . | 21µM* | ?
> O=C(NC1CCCC1)C(c1cccs1)N(Cc1ccco1)C(=O)c1csnn1 (centres undefined)
→ -8% | -28% | -2%
> Cc1ccc(Nc2nc(C)c3c(n2)CC(C)CC3=O)c(C)c1 (centres undefined)
→ -13% | ? | -30%
> CCn1cc(C(=O)OCC(=O)Nc2cccc(C(C)=O)c2)c(=O)c2ccc(C)nc21
→ -3% | -36% | -11%
> COc1ccc(OCc2cccc(C(=O)NN)c2)cc1
→ 0% | -2% | ?
> CCOc1ccccc1C(=O)N(Cc1ccc(C)o1)C1CCS(=O)(=O)C1 (centres undefined)
→ -1% | ? | ?
> O=c1[nH]c(C2CCCN(S(=O)(=O)c3ccccc3Cl)C2)nc2c1nnn2Cc1ccc(OC(F)(F)F)cc1 (centres undefined)
→ -4% | 4% | 0%
> COc1cc(OC)nc(NC(=O)NS(=O)(=O)c2ccc(F)cc2)n1
→ -17% | -13% | 11%
> COc1cc(/C=N\NC(=O)CNC(=O)C(c2ccccc2)c2ccccc2)ccc1O
→ -5% | -14% | -2%
> CCOC(=O)c1c(S(=O)(=O)NCC(=O)Nc2cccc(CC)c2)c(C)n(C)c1C
→ -13% | -14% | 1%
> CC(C)C[C@@H]1CN=C(N)N1C[C@@H]1CCCN1C[C@H](C)N1C[C@@H](Cc2ccccc2)N(CCCC2CCCC2)C1=N
→ 0% | ? | ?
> Cc1ccc2nc(NCCCNC(=O)c3cnccn3)c(C#N)cc2c1
→ -8% | -1% | 9%
> CC(=O)Nc1ccc(NC(=O)c2nc(S(=O)(=O)Cc3ccccc3)ncc2Cl)cc1
→ -28% | 0.46µM* | 0.26µM*
> O=C(Nc1cc([N+](=O)[O-])ccc1Cl)c1ccc2c(c1)OCO2
→ -4% | -12% | 14%
> COC(=O)c1ccccc1NC(=O)CN1CCN(c2ccccn2)CC1
→ 2% | -10% | -2%

# Gathered by group, those above containing an aryl methoxy group.
# Below each compound – KAT2A inh | DT40 TDP1 no CPT | TDP1 cell CPT
> COc1cccc(N=C2SC(C(=O)Nc3ccccc3F)CC(=O)N2C)c1 (centres undefined)
→ -5% | 0% | -22%
> CNC(=O)CSc1nnc(-c2ccco2)n1-c1cccc(OC)c1
→ 0% | 12% | -9%
> COc1ccc(OC)c(CN2CCN(C(=O)CN3C(=O)NC4(CCCC4)C3=O)CC2)c1
→ -2% | 6% | 6%
> CCOCCCNC(=O)c1ccc(OC)c(OC2CCN(C(C)C)CC2)c1
→ -2% | 8% | 6%
> COc1cccc(/C=C2\Oc3ccc(O)cc3C2=O)c1O
→ -11% | -24% | -22%
> COc1ccc(C(c2nnnn2C2CCCC2)N2CCN(C(=O)c3ccco3)CC2)cc1OC (centres undefined)
→ 2% | 0% | 2%
> COc1ccc(-c2noc(C3CCCN(C(=O)c4ccc(C)cc4)C3)n2)cc1 (centres undefined)
→ 12% | 23µM* | 23µM*
> COc1ccc(C2Nc3ccccc3C(=O)N2c2ccc(C)cc2)cc1Cn1cc([N+](=O)[O-])cn1 (centres undefined)
→ -1% | ? | ?
> COc1cc(CO)ccc1OCC(=O)Nc1ccc(Br)cc1
→ -14% | -18% | -10%
> COc1cc2ncc(-c3ccccc3)nc2cc1OC
→ -4%&-9% | 25µM* | 21µM*
> COc1ccc(OCc2cccc(C(=O)NN)c2)cc1
→ 0% | -2% | ?
> COc1cc(OC)nc(NC(=O)NS(=O)(=O)c2ccc(F)cc2)n1
→ -17% | -13% | 11%
> COc1cc(/C=N\NC(=O)CNC(=O)C(c2ccccc2)c2ccccc2)ccc1O
→ -5% | -14% | -2%
